Bioassay records deposited in PubChem BioAssay by several laboratories.
Autophagy HCS: autophagy modulators in MEF cells, primary screen, imaging, high-content, MEF GFP-LC3; MEF GFP-LC3 puncta imaging; test concentration mostly 10 µM; calls only at 10 µM (by protocol); 0.98% of 190,000 active; AID 463193, 2010;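 active = percentage of spot-positive cells more than 3 SD above its plate mean, without a fluorescence outlier flag or 80% toxicity; inconclusive = no clear call, values can overlap the other calls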;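 note: spot-positive cell cutoff set from DMSO-treated cells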
GPR35 antagonists: GPR35 antagonists blocking zaprinast-driven arrestin recruitment, primary screen, imaging, U2OS, beta-arrestin-GFP, zaprinast agonist (AID 2058). G-protein coupled receptor 35 (Homo sapiens). U2OS GPR35 beta-arrestin-GFP translocation imaging, zaprinast antagonism; higher % means a stronger effect. inhibition, % at 10 µM; hits with a dose series show IC50 in µM. 0.052% of 290,000 active;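 active = inhibition of at least 50% with at least 30 cells and total cytoplasm GFP at most 10,000,000; inconclusive = under 30 cells or total GFP of 10,000,000 plus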
NTR1 ag: agonists of NTR1, primary screen, imaging, U2OS cells, beta-arrestin-GFP, high content (AID 493036); Neurotensin receptor type 1 (Homo sapiens), P30989; NTR1-U2OS beta-arrestin-GFP spot imaging, agonist mode; activation, % at 20 µM; 0.17% of 330,000 active;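 active = activation at or above 40% of the spot to cytoplasm intensity ratio, with at least 20 cells analyzed; inconclusive = wells under 20 cells, flagged as cytotoxic or low count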;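 note: 0% = DMSO without peptide and 100% = 100 nM NTR1 peptide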
Target sequence (P30989 whole entry, looked up): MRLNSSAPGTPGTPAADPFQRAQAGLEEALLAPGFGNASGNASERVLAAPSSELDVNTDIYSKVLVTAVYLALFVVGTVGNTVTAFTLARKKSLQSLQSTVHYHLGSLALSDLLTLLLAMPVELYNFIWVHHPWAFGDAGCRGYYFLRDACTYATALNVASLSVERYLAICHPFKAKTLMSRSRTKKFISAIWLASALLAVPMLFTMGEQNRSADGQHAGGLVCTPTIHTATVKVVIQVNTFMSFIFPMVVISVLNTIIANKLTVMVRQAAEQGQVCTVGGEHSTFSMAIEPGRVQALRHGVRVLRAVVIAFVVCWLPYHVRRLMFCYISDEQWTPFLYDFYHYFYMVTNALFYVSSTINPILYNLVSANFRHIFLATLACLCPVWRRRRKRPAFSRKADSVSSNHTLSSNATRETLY
Dengue-2 NS5 capping: Dengue-2 NS5 methyltransferase inhibitors, primary screen, biochemical, confirmation dose response (AID 588689) | Genome polyprotein (Dengue virus type 2 (strain 16681-PDK53)) | Dengue-2 NS5 methyltransferase capping enzyme assay, biochemical; higher % means a stronger effect | one-dose inhibition, % at 25 µM; IC50 in µM for titrated hits | 0.3% of 340,000 active; in the data active = a potency from the dose series; inconclusive = inhibition above about 29% without an active follow-up result
RSV antiviral HEp-2: RSV antiviral activity via CPE protection, HEp-2 cells, primary 10 µM value included (AID 2391); CPE inhibition, % at 10 µM; hits with a dose series show IC50 in µM; 0.13% of 310,000 active; HEp-2 cells, RSV-induced CPE inhibition; higher % means a stronger effect; in the data active = a potency from the dose series; inconclusive = CPE inhibition mostly from about 23% at the one dose, without a potency; inactive = the rest, 99 in 100 with CPE inhibition below about 21%; note: strong numbers were not always called active
WT yeast gro inh: growth inhibition of WT strain, primary screen, mitochondrial fusion inhibitor project, WT and mutant strains, chemical genetic; mitochondrial fusion phenotypic screen; inhibition, % at 10 µM; 2.1% of 190,000 active; AID 1362, 2008; in the data active = inhibition above about 58%; tested in S. cerevisiae
LYP phosphatase: inhibitors of LYP phosphatase, biochemical, fluorescence intensity, uHTS (AID 1779). 0.054% of 290,000 active. one-dose inhibition, % at 11.5 µM; IC50 in µM for titrated hits. recombinant LYP phosphatase, fluorescence intensity; higher % means a stronger effect. Tyrosine-protein phosphatase non-receptor type 22 (Homo sapiens); in the data active = inhibition above about 50%;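 note: plate controls were vehicle with enzyme for no effect and no enzyme for full effect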
UTI89 phage lysis: inhibition of K1F phage lysis, E. coli UTI89, bacterial capsule biogenesis inhibitors, alamar blue (AID 488966); 0.02% of 340,000 active; E. coli UTI89 K1F phage lysis, alamar blue, 2 h; higher % means a stronger effect; inhibition, % at 100 µM; hits with a dose series show IC50 in µM;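 active = phage lysis inhibition, versus mean bacterial control, above a set limit; inconclusive = no clear call, values can overlap the other calls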;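 note: capsule biogenesis inhibitors block K1F phage lysis so surviving cells raise fluorescence; higher fluorescence means more inhibition of phage lysis; actives were called in the ten point dose series up to 300 µM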
AID2073: inhibitors of Mint1-CaV2.2 protein interaction, biochemical, HTRF (AID 2073); 0.19% of 290,000 active; HTRF protein-protein interaction, Mint1-CaV2.2; higher % means a stronger effect; one-dose inhibition, % at 20 µM; IC50 in µM for titrated hits; Voltage-dependent N-type calcium channel subunit alpha-1B (Homo sapiens); in the data active = inhibition mostly above about 51%, no sharp cut-off; inconclusive = no clear call, values can overlap the other calls; inactive = mostly below about 53%; note: some results filed as inactive read as strong as hits
WT yeast gro inh mutant strain: also measured in WT yeast gro inh; calls as there; inhibition, %; mitochondrial fusion phenotypic screen, mutant strain inhibition
Autophagy HCS cell loss 18 h: further read-out of Autophagy HCS, marked with its call; toxicity, %; measured here: cell loss, nuclei count;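 cell loss after 18 h compound exposure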
NTR1 ag cell count 20 µM: also measured in NTR1 ag; calls as there; cell count; measured here: cell count, cytotoxicity flag
An asterisk follows results filed as active; i = inactive; ? = inconclusive; · = not tested or not shown; [ ] = dose if it differs, or a comment.

SMILES	Autophagy HCS	Autophagy HCS cell loss 18 h	GPR35 antagonists	NTR1 ag	NTR1 ag cell count 20 µM	Dengue-2 NS5 capping	RSV antiviral HEp-2	WT yeast gro inh	WT yeast gro inh mutant strain	LYP phosphatase	UTI89 phage lysis	AID2073
CCOC(=O)Cn1cc(/C=N/NC(=O)c2ccc(C#N)cc2F)c2ccccc21	i	-2	14%	-0.7	54	1%	0.7%	-44	-35	-1%	0.5%	4%
CC(=O)Nc1ccc2c(c1)CN(c1cc(C)ccc1C)CO2	i	8	-6%	-0.8	44	8%	1.7%	-16	4	-7%	-4.6%	-9%
COc1cc(NC(=O)CN2C(=O)NC(C)(c3ccccc3)C2=O)c(C)cc1[N+](=O)[O-] (stereo not given)	i	11	-1%	-0.1	37	3%	1.1%	-19	-5	-3%	4.1%[50 µM]	8%
O=C(Nc1nnc(-c2ccc3c(c2)CCCC3)o1)c1c(F)cccc1F	i	10	0%	-1.1	54	1%	-0.7%	56	-46	-1%	0.4%	17%
Cc1cccc(NC(=O)c2ccc(COc3cccc4ccccc34)o2)n1	i	6	-14%	4.9	68	-2%	6.8%	27	-6	-4%	-0.1%[50 µM]	4%
CCCOc1ccc(NC(=O)CNC(=O)c2cc(OC)cc(OC)c2)cc1OCCC	·	·	3%	1.6	98	2%	5.3%	·	·	-7%	0.3%	19%
O=C(Nc1ccc(-c2cn3c(n2)SCC3)cc1)c1ccco1	·	·	-7%	-1.2	49	-15%	1.0%	·	·	0%	0.7%	10%
O=[N+]([O-])c1ccc(N2CCOCC2)cc1SCc1ccco1	i	-2	8%	-0.6	61	2%	3.3%	-6	-14	-3%	-3.9%	20%
O=C(CSc1ncn[nH]1)c1cc2ccccc2o1	i	0	14%	0.9	40	-3%	2.4%	-5	5	-2%	0.1%	5%
CCOC(=O)Cc1csc(NC(=O)COc2ccc(N(C)S(=O)(=O)c3ccc(C)cc3)cc2)n1	i	5	-9%	1.2	84	-14%	7.2%	12	9	8%	0.3%	12%
NNC(=S)NC1CCS(=O)(=O)C1 (stereo not given)	·	·	6%	0.9	49	·	·	·	·	-7%	·	-7%
CSCC[C@H](N)C(=O)N1CCC(C(=O)N[C@@H](C)C(=O)NCc2ccc(F)cc2)CC1	·	·	-2%	0.5	94	-2%	-0.1%	·	·	-10%	2.8%	10%
COc1ccc(N2CCN(C3CC(=O)N(Cc4ccc(N5CCCC5=O)cc4)C3=O)CC2)cc1 (stereo not given)	i	3	-2%	1.1	84	-6%	1.8%	14	-14	-4%	-1.0%	-4%
Cc1cccc(OCc2n(CC(=O)OC3CC(C)CCC3C(C)C)c3ccccc3[n+]2C)c1 (stereo not given)	i	8	12%	92*	73*	-4%	-2.9%	43	15	-4%	-4.1%	-1%
COc1ccc(-n2nc([N+](=O)[O-])c(=NCc3ccco3)n2O)cc1	i	5	0%	-0.9	85	·	-0.2%	-13	-11	5%	i	1%
C=C(CCC(=O)c1ccccc1)C(=O)c1ccccc1	i	-4	42%	·	·	-39%	-1.6%	25	23	-2%	0.0%	-13%
CCn1ncc(C(=O)Nc2ccc([N+](=O)[O-])cc2OC)c1C	·	·	·	-0.7	50	1%	3.2%	·	·	·	-1.5%	·
O=C(C(=O)N1CCCC1CO)N1CCCC1CO (stereo not given)	i	1	-10%	0.2	95	-4%	0.7%	-19	-2	0%	-0.7%	-4%
O=C(COc1ccccc1Br)NC1CCCC1	i	6	-2%	1.8	55	-1%	3.9%	-10	-6	1%	2.5%[50 µM]	4%
COc1cc(C(=O)Nc2sc(C(=O)N3CCOCC3)c(C)c2C#N)cc(OC)c1OC	i	4	2%	0.6	44	2%	0.6%	-6	-20	-6%	0.4%	4%
Cc1ccccc1-n1nnnc1SCC(=O)NNC(=O)c1ccc(NC(=O)CC#N)cc1	·	·	·	-2.3	48	-11%	0.6%	·	·	·	0.4%[50 µM]	·
COc1ccc(-c2csc(NC(=S)NC(=O)c3ccc4ccccc4c3)n2)cc1OC	·	·	11%	-0.4	66	9%	15%	·	·	-10%	0.0%[50 µM]	21%
Cc1c(C(=O)N2CCC(C)CC2)sc2ncn(CC(=O)N3CCC(C)CC3)c(=O)c12	·	·	-2%	0.4	52	-2%	3.5%	·	·	-10%	0.1%	8%
CC(C)CN1CCC(=O)N([C@H](CSc2ccc(Br)cc2)c2ccccc2)CC1	·	·	-4%	1.4	78	-2%	-1.0%	·	·	2%	0.5%	0%
CCCCOc1cccc(-c2cc(C(=O)NNC(=S)NCC)c3ccccc3n2)c1	i	33	8%	5.5	76	-5%	4.4%	-8	3	-1%	9.9%	-3%
CCN(C(=O)Nc1ccccc1OC)c1c(N)n(Cc2ccccc2)c(=O)[nH]c1=O	i	30	-3%	-1.4	32	4%	·	-22	24	-5%	0.2%	2%
CCN1CCCC1CNCc1ccc(OCc2ccc(Cl)nc2)c(OC)c1 (stereo not given)	·	·	-2%	-1.0	47	-8%	0.0%	·	·	-4%	0.2%	0%
COc1ccc(/C=C2/C(=O)OCc3cc(OC)c(OC)cc32)cc1	i	31	-14%	1.1	49	1%	0.8%	-4	-9	-3%	5.9%	-7%
O=[N+]([O-])c1cccc(-c2nnc(C3CC3)o2)c1	·	·	17%	-0.3	61	1%	1.1%	·	·	-4%	-1.8%	-17%
O=[N+]([O-])c1ccc(N2CCCCC2)cc1NCCOc1ccccc1	i	-4	-8%	3.0	48	0%	2.0%	6	-6	1%	-2.4%	?
NC1=NC(=O)S/C1=C\c1ccc(O)cc1	i	-5	-9%	1.8	46	-10%	3.6%	-18	-5	4%	0.2%	32%
CCOC(=O)c1c(NC(=O)Cn2cc([N+](=O)[O-])cn2)sc2c1CCC2	i	-24	-9%	6.8	52	-3%	-0.7%	9	-13	-4%	3.3%	19%
COc1ccc(OCCCC(=O)Nc2nccs2)cc1	·	·	0%	0.5	46	0%	-0.3%	·	·	-9%	0.7%	7%
Cc1occc1C(=O)N(C)Cc1nc(-c2ccc(Cl)cc2)no1	·	·	-17%	-1.5	50	-2%	4.0%	·	·	-5%	0.2%	-6%
O=C(COc1ccc2ccccc2c1)NC1CC1	i	2	-12%	-1.8	58	-6%	0.4%	0	-3	-8%	0.0%	-7%
CC1(C)Cc2c(sc(NC(=O)Cc3ccccc3)c2C#N)CO1	·	·	1%	2.9	61	5%	3.7%	·	·	0%	-0.4%	-9%
COc1ccc(CCNC(=O)C2CCN(S(=O)(=O)c3c(C)noc3C)CC2)cc1OC	i	-3	2%	19	93	0%	0.6%	-1	27	-2%	-1.0%	12%
COCc1cc(C)nc(SCC(=O)Nc2ccccc2N2CCOCC2)c1C#N	·	·	-4%	-0.3	62	-7%	9.2µM*	·	·	1%	-0.1%	7%
Cn1cc(CCC(=O)N2CCCC(N3CCN(c4ccccc4F)CC3)C2)cn1 (stereo not given)	·	·	-6%	-0.5	51	-3%	9.9%	·	·	-9%	0.1%	11%
CN(CCC#N)C(=O)CC(Cc1ccccc1)C1CCOC(C)(C)C1 (stereo not given)	·	·	-10%	-0.6	62	-3%	0.6%	·	·	-15%	-1.2%[50 µM]	-1%
O=C(Nc1ccccc1C(=O)N1CCCC1)C1COc2ccccc2O1 (stereo not given)	i	-13	-11%	-0.7	55	4%	1.0%	-9	5	-5%	0.2%	-7%
CC1(C)C(=O)OC(c2cccs2)C2(CCCCC2)C1=O (stereo not given)	i	3	-11%	14	98	-2%	2.6%	-14	-14	1%	0.2%	-3%
O=C(NN1C(=O)C2C3C=CC(C3)C2C1=O)c1ccco1 (stereo not given)	i	3	-12%	0.6	44	-6%	1.6%	1	-6	-4%	-14%	8%
O=C(CNc1ccccc1)N/N=C/c1cn(-c2ccccc2)nc1-c1ccccc1	i	3	4%	14	50	4%	6.8%	14	2	-1%	2.5%[50 µM]	-3%
COc1ccccc1-c1ccc(SCc2ccccc2F)nn1	i	34	16%	0.2	58	-1%	?	32	3	6%	0.3%	0%
O=C(Nc1ccc(OCc2ccccc2)cc1)c1cccs1	·	·	11%	1.4	43	·	4.8%	·	·	-9%	-0.1%	6%
CCOc1ccc(C(C)NC(=O)c2ccccc2F)cc1 (stereo not given)	i	7	-3%	1.2	70	-5%	0.8%	-11	-3	-1%	1.4%[50 µM]	-2%
Brc1ccc(CNCC2CCCO2)cc1 (stereo not given)	·	·	0%	0.5	75	·	0.6%	·	·	-10%	-1.2%	5%
COc1ccc(-c2cc(C(=O)N3CCCCCC3)no2)cc1OC	·	·	0%	0.1	39	4%	2.7%	·	·	-8%	-1.3%	-3%
O=C(CCC(=O)N(CC(=O)NC1CCCCC1)c1ccc(F)cc1)Nc1ccccn1	·	·	19%	-0.5	47	-3%	-0.1%	·	·	1%	0.3%	2%
CC1CCCCN1CC(=O)NC(=O)NCc1ccccc1 (stereo not given)	i	-18	0%	3.5	50	-4%	1.1%	-6	-7	-11%	2.0%[50 µM]	9%
O=C(CN1CCN(Cc2ccccc2F)C1=O)NCCc1ccc(Cl)cc1	i	2	10%	-1.1	102	-9%	1.3%	12	8	-2%	-0.2%	22%
CC1(C)Cc2c(C#N)c(SCCC#N)nc(N3CCOCC3)c2CS1	i	18	-7%	-2.2	99	-8%	0.6%	0	9	-1%	0.0%	6%
CCc1noc(C)c1C(=O)N1CCN(S(=O)(=O)c2ccc(C(C)C)cc2)CC1	·	·	·	-0.4	61	-4%	0.1%	·	·	·	0.6%[50 µM]	·
CCOc1ccc(C(=O)Nc2ccc(NC(=O)c3ccccc3)cc2)cc1Br	·	·	7%	0.7	65	-4%	2.7%	·	·	-6%	0.3%	28%
CC1(C)Cn2c(nnc2-c2cccc(O)c2)S1	i	-12	-12%	0.2	86	-1%	0.7%	3	12	-9%	-1.6%	-8%
